D2 agonist: D2 dopamine receptor (human) agonism; AID 485358; activation, % at 2 µM; 340,000 compounds, 0.53% hits; HEK293 T-REx D2 cells, calcium flux agonist mode; P14416;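 active = activation over 3 SD above normal in the single-dose calcium agonist read, cut at about 30% in these data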; also: 0% is about no effect
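Agonism scored from kinetic calcium signal (1 read/sec, 180 s) following compound pin transfer, after a 10 s baseline. Cells: HEK293 Trex line expressing inducible D2 receptor coupled to calcium, dye-loaded after overnight culture at 30 C.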
TRHR agonist: agonists of human TRH receptor. activation, % at 2 µM. TRHR cells, calcium flux fluo-8, FDSS agonist mode. 360,000 compounds, 0.18% hits; also: 0% is about no effect
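Read-out: compound-evoked intracellular calcium rise in TRHR cells, fluo-8 dye, kinetic FDSS fluorescence at 1 s/cycle following a 10-cycle baseline. Cells cultured overnight before dye loading (30 min–1.5 h, RT).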
D1 PAM: enhances dopamine response at the human D1 receptor; HEK293 TREx D1 cells, calcium flux, dopamine EC20 potentiation; potentiation, % at 10 µM; 360,000 compounds, 0.036% hits; P21728; in the data active = potentiation above about 30%; also: 0% is about no effect
D1 antagonist: antagonists of human D1 dopamine receptor; P21728; HEK293 TREx D1 cells, calcium flux, dopamine EC80; hits give low values; activity change, negative = inhibition, % at 10 µM; 360,000 compounds, 3.2% hits; AID 504652; in the data active = activity change below about -30%; also: % is scaled to controls: 0 for no effect and ±100 for the full control effect
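Antagonism measured as reduced calcium response to an EC80 dopamine addition following 180 s compound pre-read; cells were inducible HEK293 Trex D1 plated overnight at 30 C, read kinetically at 1 cycle/sec.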
D1 agonist: activates the human D1 dopamine receptor; HEK293 T-REx D1 cells, calcium flux, agonist mode; activation, % at 2 µM; 360,000 compounds, 1% hits; also: 0% is about no effect
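Agonism was scored from calcium flux recorded over 180 s (1 read/s) after pintool compound addition, following a 10-cycle baseline. Cells were inducible force-coupled HEK293 TREx D1, plated overnight at 30 C and loaded with no-wash calcium dye.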
D2 potentiator: D2 dopamine receptor (human) potentiation | potentiation, % at 10 µM | P14416 | HEK293 T-REx D2, calcium flux, EC20 dopamine potentiation | 340,000 compounds, 0.34% hits | AID 485347;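 active = potentiation over 3 SD above the plate norm, cut at about 30% in these data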; also: 0% is about no effect
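Tetracycline-induced Hek293 Trex D2 cells, force-coupled to calcium, loaded with no-wash calcium dye. Compound added with 180 s kinetic read for agonism, then EC20 dopamine and a further 180 s read for potentiation.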
D2 antag: D2 dopamine receptor (human) antagonism. P14416. HEK293 TREx D2 cells, calcium flux, dopamine EC80. inhibition, % at 10 µM. 340,000 compounds, 2% hits. AID 485344; in the data active = inhibition above about 30%; also: 0% is about no effect
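Measurement of antagonist activity uses fluorescent calcium dye in inducible HEK293 T-REx D2 cells: 10 s baseline, compound addition with 180 s read, EC80 dopamine addition with a further 180 s read.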
RXFP1 antagonist: RXFP1 (human) relaxin receptor antagonism; HEK293-RXFP1, relaxin-stimulated cAMP HTRF, 30 min; hits give low values; 350,000 compounds, 0.59% hits; activity change, negative = inhibition, % at 57.5 µM;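 active = activity change of -60% or lower, but not beyond a set lower limit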; also: % is scaled to controls: 0 for no effect and ±100 for the full control effect
Target sequence (Q9HBX9 whole entry, looked up): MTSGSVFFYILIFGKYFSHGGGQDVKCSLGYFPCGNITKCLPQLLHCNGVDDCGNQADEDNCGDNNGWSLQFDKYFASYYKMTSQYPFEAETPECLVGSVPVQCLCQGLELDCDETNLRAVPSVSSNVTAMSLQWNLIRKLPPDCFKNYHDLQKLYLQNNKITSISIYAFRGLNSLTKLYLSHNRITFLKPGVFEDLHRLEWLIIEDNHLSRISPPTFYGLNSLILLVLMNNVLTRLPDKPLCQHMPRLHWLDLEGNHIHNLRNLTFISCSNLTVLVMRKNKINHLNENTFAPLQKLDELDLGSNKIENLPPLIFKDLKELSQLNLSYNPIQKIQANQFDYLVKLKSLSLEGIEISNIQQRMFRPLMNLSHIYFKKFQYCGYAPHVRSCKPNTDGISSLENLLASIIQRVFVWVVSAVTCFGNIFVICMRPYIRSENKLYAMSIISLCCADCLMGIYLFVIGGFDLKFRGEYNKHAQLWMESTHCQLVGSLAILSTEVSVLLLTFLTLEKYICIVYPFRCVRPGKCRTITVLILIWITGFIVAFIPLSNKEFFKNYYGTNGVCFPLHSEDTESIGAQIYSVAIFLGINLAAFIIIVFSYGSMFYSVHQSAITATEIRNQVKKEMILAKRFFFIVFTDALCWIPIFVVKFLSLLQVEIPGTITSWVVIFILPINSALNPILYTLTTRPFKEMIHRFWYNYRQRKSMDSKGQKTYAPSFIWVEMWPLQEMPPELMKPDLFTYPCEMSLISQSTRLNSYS
TRHR enhancer: TRH receptor (human) allosteric enhancement. P34981. TRHR cells, fluo-8 calcium fluorescence, EC20 TRH enhancement. enhancement, % at 2 µM. 360,000 compounds, 0.66% hits. AID 493056; in the data active = enhancement above about 30%; also: 0% is about no effect
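Enhancer read-out: after compound pinning and an initial kinetic agonist-mode read, an EC20 of TRH (10 nM final) was injected and fluo-8 calcium signal (Ex 480/Em 530) followed at 1 s/cycle for 100 cycles in TRHR-expressing cells.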
* = called active by the depositor; . = not tested or not shown. Rule as the data show it, unless noted: active = activation above about 30%; inactive = the rest.

Order of values: D2 agonist	TRHR agonist	D1 PAM	D1 antagonist	D1 agonist	D2 potentiator	D2 antag	RXFP1 antagonist	TRHR enhancer
- Cc1cccnc1NC(=O)c1ccc(Cl)c(S(=O)(=O)N2CCCCC2)c1
    0.9	-0.1	-9	-9	2	-4	18	-6	-1
- Cc1ccc2c(c1)cc(CN(Cc1ccc3c(c1)OCO3)S(=O)(=O)c1ccccc1)c1nnnn12
    1.3	0.1	-4	-19	0	-2	8	0	-1
- COc1ccccc1NC(=S)NCCc1ccc(S(N)(=O)=O)cc1
    0.9	0.6	1	4	2	4	6	-10	0
- CCC1=Nc2cc(C(=O)NC3CCCC3)ccc2Sc2ccc(Cl)cc21
    0.1	0.5	-5	-34*	5	1	.	-16	14
- COc1ccc(-c2csc3ncnc(N4CCN(S(=O)(=O)c5cccs5)CC4)c23)cc1
    -0.3	0.5	-3	1	6	16	9	-2	2
- Cc1ccc(S(=O)(=O)N(CC(=O)Nc2cccnc2)c2ccc(Br)cc2)cc1
    0.5	0.0	0	8	1	-30	-24	-17	-5
- COCc1cc(=O)n2[nH]c(-c3ccc(C)cc3)cc2n1
    0.0	-0.3	-7	1	2	-10	2	11	10
- Cc1ccc(N=Cc2cc(Cl)cc(Cl)c2O)nc1
    -0.4	1.0	-1	-1	5	-6	4	-16	-1
- COc1ccc(C(CNC(=O)Cc2c(F)cccc2Cl)N2CCCCC2)cc1 (centres undefined)
    -0.1	-0.1	-8	6	3	-23	29	20	-3
- NC(N)=Nc1nc(C2COc3ccccc3O2)cs1 (centres undefined)
    0.1	0.5	-9	-31*	10	-2	14	-11	-7
- Cc1nc(-c2ccccc2)sc1-c1ccc(SCC(=O)NCc2ccccc2Cl)nn1
    0.9	0.9	1	-3	3	-1	.	-13	11
- Cc1ccc(NC(=O)CN(C)C(=O)c2cccc(Br)c2)cc1
    1.5	0.2	3	3	1	11	-12	9	7
- Cc1ccc[n+](CC(=O)Nc2ccc(N(C)C)cc2)c1
    -0.8	0.4	1	-3	2	-7	11	-5	-3
- O=c1[nH]c(SCc2cccc(Cl)c2)nc2[nH]ncc12
    0.1	-0.4	-4	-3	1	3	8	5	-2
- O=C(CCCN1C(=O)c2ccccc2C1=O)N1CCCCC1
    0.2	0.4	7	6	1	4	-15	-5	3
- CCCCN(C(=O)CC1CCCC1)c1c(N)n(CC(C)C)c(=O)[nH]c1=O
    -0.5	-0.5	4	6	0	-4	-10	-9	13
- O=C(CCCc1nc2ccccc2s1)NC1CCOC1=O (centres undefined)
    1.1	-1.3	-3	-16	4	-7	-14	-1	-2
- COc1ccc2oc(C(=O)NC(C)(C)C)c(C)c2c1
    -0.9	0.7	-5	7	-2	-5	-3	-18	-6
- Cc1cc(C)nc(Nc2ccccc2Br)n1
    -0.9	-2.7	-4	7	5	10	1	2	12
- CCOC(=O)c1cc(-c2ccncc2)nc2c1c(C)nn2-c1ccccn1
    -0.3	-1.1	5	-4	-1	14	21	6	-7
- CC(=O)c1ccc(NC(=O)CSc2nnc3c(n2)[nH]c2ccccc23)cc1
    .	-0.1	-9	-37*	3	-13	.	-8	-8
- CCc1ccc(NC(=O)CSc2n[nH]c(C)c2[N+](=O)[O-])cc1
    0.6	0.6	-8	-48*	15	-2	-6	-7	2
- CCOC(=O)C1CCN(c2c(NC3CCCCCCC3)c(=O)c2=O)CC1
    -1.6	0.0	1	-4	1	-23	3	.	-1
- Cc1ccn(CCC(=O)Nc2ccc3c(c2)OCO3)n1
    0.4	-0.1	2	1	0	-2	24	1	-4
- CCc1ccc(NC(=O)c2cnc3scc(C)n3c2=O)cc1
    -0.5	0.0	-3	-17	0	-2	-2	.	-9
- Cc1ccc(C)c(Cn2c(=O)n(C(C)C)c(=O)c3oc4ccccc4c32)c1
    0.4	0.7	-2	-80*	0	-3	.	4	12
- COc1cccc(NC(=O)N2CCC(NC(=O)C(Cc3ccccc3F)NC(C)=O)CC2)c1 (centres undefined)
    0.6	0.1	-5	4	2	-13	-7	-1	0
- CC(=O)Nc1ccc(NC(=O)c2ccc3c(c2)C(=O)N(c2ccccc2C)C3=O)cc1
    0.6	1.1	-6	-24	2	-3	10	-7	2
- S=C1NCCOCCOCCOCCOCCNC(=S)NCCOCCOCCOCCOCCN1
    0.1	0.1	-3	-9	0	-11	-18	0	-6
- CCCCNC(=O)C(=O)N/N=C/c1ccc(OCc2ccccc2)cc1
    0.4	-0.2	-1	-6	0	2	-1	4	17

Structural class: the compounds so far containing a furan ring, fused or not
Order of values: D2 agonist	TRHR agonist	D1 PAM	D1 antagonist	D1 agonist	D2 potentiator	D2 antag	RXFP1 antagonist	TRHR enhancer
- COc1ccc2oc(C(=O)NC(C)(C)C)c(C)c2c1
    -0.9	0.7	-5	7	-2	-5	-3	-18	-6
- Cc1ccc(C)c(Cn2c(=O)n(C(C)C)c(=O)c3oc4ccccc4c32)c1
    0.4	0.7	-2	-80*	0	-3	.	4	12

(cont.)
Order of values: D2 agonist	TRHR agonist	D1 PAM	D1 antagonist	D1 agonist	D2 potentiator	D2 antag	RXFP1 antagonist	TRHR enhancer
- CCN(CC)S(=O)(=O)c1ccc(C(=O)Nc2ncn(Cc3ccccc3)n2)cc1
    -0.6	-0.1	-3	2	2	13	-6	6	1
- O=C(CSc1nc2ccccc2n1Cc1cccc(F)c1)N1CCN(c2ccc(F)cc2)CC1
    .	0.0	7	-4	1	-6	.	-8	1
- CC(=O)Nc1ccc(NC(=O)CSc2nnc(-c3cc(C)[nH]n3)n2N)cc1
    -0.5	0.0	10	1	2	0	5	0	5
- CCOC(=O)c1cc(-c2ccc3c(c2)OCO3)nc2onc(C)c12
    0.0	0.0	1	-3	2	5	-2	-2	-9
- COc1cc(OC)c(C=O)c(OC(=O)N2CCOCC2)c1
    0.7	0.1	4	9	2	-5	-3	-2	-3
- Clc1cccc(OCCn2cncn2)c1Cl
    .	0.5	-3	-8	0	.	.	-1	12
- CCN(c1ccccc1)S(=O)(=O)c1cccc(C(=O)NCCOc2ccccc2OC)c1
    4.1	-1.0	-4	-6	4	-21	-8	-13	-5
- CN(c1ccc(OCC(=O)NCCc2ccccc2)cc1)S(=O)(=O)c1ccc(Cl)cc1
    .	-0.3	-1	6	0	.	.	-4	-2
- O=S(=O)(c1ccc2c(c1)CCN2)N1CCCC1
    -0.8	1.0	-1	-3	0	-6	-2	-4	17
- COc1ccccc1NC(=O)c1c(Nc2ccccc2F)sc(C(=O)Nc2cccc(Cl)c2)c1N
    2.1	-0.3	8	15	6	-4	20	4	-3
- CCOc1ccc(N2C(=O)CC(Sc3nccc(C)n3)C2=O)cc1 (centres undefined)
    .	-0.3	-1	-1	1	7	-6	12	-5
- COCc1c(C(=O)N/N=C/c2ccc(C)o2)nnn1-c1nonc1N
    -0.6	-0.3	.	-11	4	-3	8	0	-1
- CCc1cc2c(NC(Cc3ccccc3)C(=O)O)ncnc2s1 (centres undefined)
    0.6	-0.5	-4	6	4	0	16	0	2
- CCc1ccc(S(=O)(=O)NCCc2csc(-c3cccnc3)n2)s1
    .	-0.5	-1	10	1	6	.	-2	10
- Cc1onc(-c2ccccc2Cl)c1C(=O)NNC(=O)c1cccc(F)c1
    0.5	0.6	-2	-18	1	7	-12	19	8
- CCCn1c2ccccc2c2cnn(CC(=O)N(CCCOC)Cc3ccco3)c(=O)c21
    -0.5	-0.6	6	5	-1	7	.	1	6
- CCOc1ccc2c(c1)c(=O)c(C(=O)c1ccccc1)cn2Cc1ccccc1
    0.0	-0.2	-1	-3	2	.	.	.	-8
- O=c1[nH]c2ccccc2nc1-c1c[nH]c2ccccc12
    2.3	2.6	0	-1	3	3	11	-15	0
- CC(/C=C/c1ccco1)=N/NC(=O)CNc1ccccc1C
    0.4	-1.3	-6	5	1	.	-14	-37	-7
- CC(C)N1CCC(N2CCN(CCCn3cccn3)CC2CCO)CC1 (centres undefined)
    0.1	0.1	0	-1	2	-1	-15	3	-13
- COCCCNC(=S)Nc1ccc(OC(F)F)cc1C
    -0.9	0.3	-2	.	0	7	-7	2	-5
- COc1ccccc1CC(=O)Nc1ccc(OC)c(OC)c1
    -0.1	0.0	-5	7	-1	-10	14	-9	2
- CC(C)(C)c1ccc(OCc2ccc(C(=O)NN)o2)cc1
    0.1	0.9	2	11	8	7	-1	-3	-7
- COc1cc(C(=O)NC2(C(F)(F)F)C(=O)NC(C)=C2C#N)cc(OC)c1OC (centres undefined)
    0.2	-0.3	-1	9	-2	-2	.	3	-6
- O=C(NC1CCCCCC1)C1CCCN1S(=O)(=O)c1cccc2cccnc12 (centres undefined)
    0.8	-0.4	2	8	0	-2	-1	.	4
- CCc1ccccc1NC(=O)CN(c1cccc(OC)c1)S(C)(=O)=O
    0.4	0.0	-2	-8	1	-8	-22	4	0
- Cc1ccc(S(=O)(=O)N2CCC(=O)N(CCOCc3cccc(F)c3)CC2)cc1
    -0.9	-0.1	-3	-8	-2	-4	13	.	7
- CN(C)CCCN1C(=O)C(O)=C(C(=O)c2cccs2)C1c1cccc([N+](=O)[O-])c1 (centres undefined)
    0.4	0.0	-5	-29	0	5	13	.	-1
- COc1ccc(Nc2nnc(C)c3ccccc23)cc1C(N)=O
    -0.3	0.0	3	-9	1	1	-14	7	-3
- COc1ccccc1-c1nc(C#N)c(N2CCCCCC2)o1
    -0.2	-0.7	7	18	3	4	-8	1	6

One compound at a time (already shown). Screens in order: D2 agonist | TRHR agonist | D1 PAM | D1 antagonist | D1 agonist | D2 potentiator | D2 antag | RXFP1 antagonist | TRHR enhancer
`O=C(CSc1nc2ccccc2n1Cc1cccc(F)c1)N1CCN(c2ccc(F)cc2)CC1` as listed: . | 0.0 | 7 | -4 | 1 | -6 | . | -8 | 1
`CCN(c1ccccc1)S(=O)(=O)c1cccc(C(=O)NCCOc2ccccc2OC)c1` as listed: 4.1 | -1.0 | -4 | -6 | 4 | -21 | -8 | -13 | -5

Additional entries follow:
Order of values: D2 agonist	TRHR agonist	D1 PAM	D1 antagonist	D1 agonist	D2 potentiator	D2 antag	RXFP1 antagonist	TRHR enhancer
- CCOC(=O)C1CCCN(S(=O)(=O)c2ccc(S(N)(=O)=O)cc2)C1 (centres undefined)
    0.8	-0.5	-10	-7	1	51*	-11	1	-9
- Cc1ccc(N(CC(=O)NCc2ccccc2)C(=O)CCC(=O)Nc2ccccn2)cc1C
    0.9	1.1	2	22	3	-15	1	-1	-5
- COc1ccc(C2C(=O)N(C3CCC(C)CC3)CC(=O)N2CCC2=CCCCC2)cc1OC (centres undefined)
    0.7	-0.6	2	10	0	6	.	-10	4
- O=C(O)c1cccc2c1C(=O)N(Cc1ccncc1)C2
    .	0.5	0	8	5	9	.	6	-2
- CCc1nc2nc(C)cc(Nc3ccc(OC)cc3OC)n2n1
    -0.7	-0.6	1	-13	0	8	.	-4	1
- CCn1c(-c2cc(C3CC3)nc3ccccc23)n[nH]c1=S
    -0.6	-0.1	-9	-23	0	-2	1	-9	23
- O=C(Nc1ccc(S(=O)(=O)Nc2nccs2)cc1)C1CC(=O)N(c2ccc(Cl)cc2)C1 (centres undefined)
    -0.1	0.4	-4	1	4	1	-3	6	22
- O=C(CCn1cnc2ccccc2c1=O)Nc1ccc(S(=O)(=O)N2CCCCC2)cc1
    1.0	0.4	14	2	2	15	-13	-6	-4
- CCOC(=O)c1nc2ccccc2s1
    0.6	0.0	0	-4	-1	8	-8	-9	0
- O=c1c2c3c(sc2ncn1/N=C/c1ccncc1)CCCC3
    0.1	-1.1	-3	22	15	10	-6	11	2
